Pol iota inh: qHTS for Inhibitors of Polymerase Iota; DNA polymerase iota (Homo sapiens), Q9UNA4; Pol iota fluorescent replication assay, 10 min; Potency, µM (doses to about 115 µM), for inactives: at the top dose activity, negative = inhibition, hits mostly inhibitors; 1% of 390,000 active
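Fluorescent replication assay read twice, at 0 min and 10 min after adding 50 nM (final) substrate. Enzyme (10 nM) and compounds were first incubated 15 min at room temperature; enzyme-free buffer wells were negative controls.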
Pol kappa inh: qHTS for Inhibitors of Polymerase Kappa. purified Pol kappa, fluorescent DNA synthesis assay, 10 min. Potency, µM (doses to about 107 µM), for the others: at the highest dose activity, negative = inhibition, usual class: inhibitors. 0.53% of 400,000 active. AID 588579, 2011; further: on the % scale 0 is the no-effect control and ±100 the full control effect
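Activity was followed as the change in fluorescence between reads at 0 and 10 min after starting the reaction with 50 nM substrate. Beforehand, 10 nM polymerase had been preincubated with compound for 15 min at room temperature.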
APEX1 inh: qHTS Assay for Inhibitors of the Human Apurinic/apyrimidinic Endonuclease 1 (APE1); DNA repair nuclease/redox regulator APEX1 (Homo sapiens), P27695; recombinant APE1, TAMRA/BHQ-2 abasic DNA cleavage fluorescence; 0.35% of 350,000 active; Potency, µM (doses to about 65.8 µM), inactives show at the highest dose activity change, negative = inhibition, usual class: inhibitors; AID 2517, 2012;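 further: plate controls were vehicle for no effect and reference inhibitor for full effect; nearly all actives have a fitted effect of over 55% in size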
Target sequence (P27695 whole entry, looked up): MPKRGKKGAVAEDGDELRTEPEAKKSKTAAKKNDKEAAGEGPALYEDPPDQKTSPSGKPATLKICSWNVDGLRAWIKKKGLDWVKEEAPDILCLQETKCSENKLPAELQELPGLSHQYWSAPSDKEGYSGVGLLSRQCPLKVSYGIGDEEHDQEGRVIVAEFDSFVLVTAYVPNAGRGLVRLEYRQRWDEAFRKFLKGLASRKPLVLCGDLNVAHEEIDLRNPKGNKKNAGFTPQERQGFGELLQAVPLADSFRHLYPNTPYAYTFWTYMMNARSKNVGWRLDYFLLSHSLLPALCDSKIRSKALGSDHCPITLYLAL
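Activity was derived from the fluorescence gain between first and third kinetic reads (60 s intervals, ex 525/em 598 nm) after 50 nM THF-abasic TAMRA/BHQ-2 duplex was added to 0.75 nM APE1 preincubated 15 min with compound.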
G9a inh: qHTS Assay for Inhibitors of Histone Lysine Methyltransferase G9a. Histone-lysine N-methyltransferase EHMT2 (Homo sapiens), Q96KQ7. Potency, µM (doses to about 102 µM), inactives show top-dose activity, negative = inhibition, most hits filed as inhibitors. 8.8% of 350,000 active. G9a H3K9 monomethylation, AlphaScreen, 2 h. AID 504332, 2011; further: on the % scale 0 is the no-effect control and ±100 the full control effect; nearly all actives have a fitted effect of over 75% in size
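Enzyme 20 nM + cpd, 15 min RT; add b-H3K9 pep 500 nM / SAM 20 uM; 2 h RT; anti-H3K9me1 Ab 0.5 ug/mL + SA donor / anti-rabbit acceptor beads 20 ug/mL each, 10 min; AlphaScreen read.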
BAZ2B inh: qHTS Assay for Inhibitors of BAZ2B. Bromodomain adjacent to zinc finger domain protein 2B (Homo sapiens), Q9UIF8. AlphaScreen BAZ2B-H3K14Ac peptide displacement. Potency, µM (titrated, usually from 114 µM), for inactives: top-dose activity change, negative = inhibition, actives largely listed as inhibitors. 4.4% of 360,000 active. AID 504333, 2011; further: on the % scale 0 is the no-effect control and ±100 the full control effect; nearly all actives have a fitted effect of over 60% in size
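In this displacement format the biotinylated H3(5-23) peptide acetylated at Lys14 serves as ligand at 50 nM, with BAZ2B at 50 nM in PBS pH 7.4 containing 0.01% Tween-20. Donor and acceptor beads are 10 ug/mL final.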
JMJD2A Tudor: qHTS Assay for Inhibitors of JMJD2A-Tudor Domain | AlphaScreen JMJD2A-Tudor / H3K4me3 peptide binding | Lysine-specific demethylase 4A (Homo sapiens), O75164 | 4.4% of 390,000 active | Potency, µM (highest dose often 114 µM), without a hit: top-dose activity change, negative = inhibition, most hits filed as inhibitors; further: on the % scale 0 is the no-effect control and ±100 the full control effect; nearly all actives have a fitted effect of over 50% in size
POLB inh: qHTS Assay for Inhibitors of DNA Polymerase Beta | Pol beta primer extension/strand displacement, fluorescence kinetic | Potency, µM (series often up to 114 µM), for inactives: at the top dose activity change, negative = inhibition, most hits filed as inhibitors | 1.3% of 340,000 active | AID 485314, 2010; further: on the % scale 0 is the no-effect control and ±100 the full control effect
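Pol beta (10 nM) was preincubated with compound for 15 min at room temperature. The reaction was then started with 50 nM substrate and read immediately and after a further 10 min at room temperature.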
POLH inh: qHTS for Inhibitors of Polymerase Eta; recombinant Pol eta, fluorescent DNA replication assay; Potency, µM (titrated, usually from 114 µM), for inactives: at the top dose activity change, negative = inhibition, hits mostly inhibitors; AID 588591, 2011; 1.2% of 390,000 active; further: on the % scale 0 is the no-effect control and ±100 the full control effect
Target sequence (Q9Y253 whole entry, looked up): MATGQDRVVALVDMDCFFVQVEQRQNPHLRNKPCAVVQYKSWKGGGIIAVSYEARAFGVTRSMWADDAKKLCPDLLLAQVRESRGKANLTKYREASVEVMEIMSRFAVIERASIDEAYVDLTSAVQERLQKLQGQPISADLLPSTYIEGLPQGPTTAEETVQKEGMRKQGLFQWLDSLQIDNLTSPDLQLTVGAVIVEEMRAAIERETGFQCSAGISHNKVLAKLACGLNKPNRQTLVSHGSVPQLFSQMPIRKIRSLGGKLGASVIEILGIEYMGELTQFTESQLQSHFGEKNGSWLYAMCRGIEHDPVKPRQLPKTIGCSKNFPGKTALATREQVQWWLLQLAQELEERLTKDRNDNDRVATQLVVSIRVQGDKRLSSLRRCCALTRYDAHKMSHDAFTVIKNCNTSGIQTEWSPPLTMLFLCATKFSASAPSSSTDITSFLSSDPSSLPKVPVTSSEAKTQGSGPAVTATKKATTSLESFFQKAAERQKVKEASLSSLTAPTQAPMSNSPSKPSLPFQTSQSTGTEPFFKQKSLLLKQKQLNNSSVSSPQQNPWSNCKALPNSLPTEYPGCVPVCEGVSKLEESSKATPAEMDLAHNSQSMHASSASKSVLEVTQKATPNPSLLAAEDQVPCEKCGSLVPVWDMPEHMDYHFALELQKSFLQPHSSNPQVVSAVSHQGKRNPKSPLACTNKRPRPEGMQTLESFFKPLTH
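Pol eta at 10 nM preincubated with compounds 15 min at room temperature; reaction started with fluorescent substrate (50 nM final) and read kinetically at 0 and 10 min.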
BLM helicase inh: qHTS Assay for Inhibitors of Bloom's syndrome helicase (BLM) | RecQ-like DNA helicase BLM (Homo sapiens), P54132 | recombinant BLM DNA unwinding, fluorescence dequenching | Potency, µM (doses to about 56.1 µM), for the others: at the highest dose activity change, negative = inhibition, most hits filed as inhibitors | 0.2% of 350,000 active | AID 2528, 2010;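 further: plate controls were vehicle for no effect and no enzyme for full effect; nearly all actives have a fitted effect of over 35% in size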
* = called active by the depositor; ? = inconclusive; nt = no result given; & = joins results of further samples; [ ] = another dose, or the depositor's remark. The call rests on the fitted dose curve; in most records, active means well fitted curve in the direction sought with a large enough effect; inconclusive means small, poorly fitted or top-dose-only effect, or another doubt; inactive means no such curve, though single readings can be large; an effect the other way counts as inactive or inconclusive. Potency means the concentration at half of the fitted maximal effect. This is a subset; the hit share may differ from the screen's.

SMILES | Pol iota inh | Pol kappa inh | APEX1 inh | G9a inh | BAZ2B inh | JMJD2A Tudor | POLB inh | POLH inh | BLM helicase inh
CCOc1ccc2oc(C(=O)NC(C)(C)CC)c(C)c2c1 | 89.2%[activator] | -16.0% | ? | 56.9%[activator] | 43.4%[activator] | 20.1% | 3.1% | -6.9% | -3.8%
CCOc1ccc(-c2csc(NNC3=NCCCCC3)n2)cc1 | 52.6%[activator] | -10.9% | 0.4% | 7.94µM* | 50.1µM* | -7.5%[11.4 µM] | 9.0% | -20.9% | -3.4%
Cc1c(C(C)(C)C)sc(=NC(=O)c2ccccc2O)n1C | 25.3% | -7.8% | -1.4% | 21.6% | 14.1% | -0.7% | 65.8% | -26.6% | 0.3%
CCCN(CCC)CCCOC(=O)c1ccc(Cl)cc1Cl | 12.2% | 3.8% | 4.1% | -37.0% | 6.4% | -23.4% | -6.1% | -8.8% | 1.6%
Cc1ccc(NS(=O)(=O)c2cc(C(=O)N3CCN(CCO)CC3)ccc2C)cc1 | 32.1%[activator] | -3.2% | 1.4% | 2µM* | 50.1µM* | 79.4µM* | nt | -19.1% | nt
Cc1noc(C)c1S(=O)(=O)N1CCN(C(c2ccccc2)c2ccc(Cl)cc2)CC1 (configuration not stated) | 14.7% | -6.8% | -0.2% | 9.1% | 5.7% | -15.0% | 18.7% | -18.3% | -6.2%
CCc1ccc(C2c3c(-c4ccccc4)n[nH]c3C(=O)N2c2ccc(C(=O)O)cc2)cc1 (configuration not stated) | -6.7% | -8.0% | nt | -3.2%[59 µM] | nt | -26.7% | 10.1% | -23.6% | 1.3%
C=CCNC(=O)c1onc(CSc2ccccc2CC)c1C(=O)O | -3.4% | -14.2% | -2.5% | 31.4%[0.501 µM] | ? | -12.6% | 7.7% | -16.2% | -0.2%
CCOc1ccc(S(=O)(=O)N2CCN(C(=O)COc3ccc(Br)cc3)CC2)cc1 | -11.2% | -25.7% | 32.6% | nt | nt | -15.2% | nt | -6.9% | nt
CC1=CCC[C@H]2[C@H](C1)C(=O)C[C@@H](C)[C@]2(C)CC/C(=C/CO)CO | -11.6% | -29.9% | 21.0% | nt | nt | -19.7% | nt | -17.5% | nt
Cc1ccc(S(=O)(=O)N2CCN(C(=O)COC(=O)CCOc3ccccc3)CC2)c(C)c1 | -18.0% | -12.6% | 9.6% | -18.0%[12.7 µM] | 3.2% | -18.1% | nt | -10.3% | nt
COc1ccccc1C(=O)NCCC(=O)N1CC=C(c2ccccc2)CC1 | 2.7% | -10.6% | -5.5% | -22.9% | 12.5% | -2.0% | nt | -2.1% | nt
Cc1ccc(CN(Cc2cc3cccc(C)c3[nH]c2=O)C(=O)N(C)C)cc1 | 13.9% | -2.8% | -1.2% | 4.3%[12.7 µM] | 5.0% | 4.3% | 23.2% | -6.1% | -0.3%
COc1ccc(OC)c(NC(=O)c2c(NCc3cccs3)sc3c2CCCC3)c1 | ? | -17.1%[60.1 µM] | nt | ? | 35.5µM* | 39.8µM* | -13.2% | -18.4% | -10.2%
Clc1ccc(Nc2cc(-c3ccccc3)nc3ncnn23)cc1 | 46.2%[activator] | 3.4% | 24.0% | nt | 0.3% | 0.3% | 18.2% | -14.4% | -1.0%
Cc1noc(NS(=O)(=O)c2ccc(NC(=O)CSc3nc4ccccc4[nH]3)cc2)c1C | -2.9% | -5.8% | 8.0% | -7.0%[12.7 µM] | 8.7% | -22.5% | -6.9% | -11.4% | -8.8%
Cn1ccnc1-c1nc2ccccc2[nH]c1=O | 4.9% | -2.0% | 1.4% | 2.51µM* | 17.8µM* | 35.5µM* | -18.8% | 7.5% | 0.2%
CCOc1ccc(N/C(N)=N/c2nc(C)c(C)c(=O)[nH]2)cc1 | 23.9% | -3.3% | 11.2% | 50.1µM* | -1.7% | ? | 31.7% | -18.2% | -2.0%
O=C(COC(=O)CSCC(=O)N1CCCCC1)NCc1ccc(F)cc1 | 6.1% | 1.4% | -2.6% | 20.8%[59 µM] | 12.3% | -13.0% | 13.8% | -16.3% | -6.3%
Cc1ccc(S(=O)(=O)N(CC(=O)N2CCN(c3ccc(F)cc3)CC2)C2CCCCC2)cc1 | 2.3% | -14.0% | -0.2% | 14.7% | -27.8%[57.1 µM] | -35.3% | 2.6% | -3.9% | -12.4%
CCCCCNC(=O)c1ccc2c(=O)n(CC3CCCO3)c(=O)[nH]c2c1 (configuration not stated) | 6.4% | -3.7% | -2.2% | -8.6%[59 µM] | -5.0% | -13.7% | -0.2% | 8.9% | -1.9%
O=C(O)C[C@H]1c2ccccc2S(=O)(=O)N1c1ccccc1 | -26.5%&13.6% | -23.6%&-1.8% | nt | nt | nt | -19.9% | nt | -11.2% | nt
CC(NC(=O)CN1C(=O)NC(C)(C2CC2)C1=O)c1ccc(F)cc1 (configuration not stated) | 28.5% | 0.8% | -3.3% | -2.6% | -5.7% | -17.7% | nt | -0.3% | nt
Cc1cc(C)nc(SCNC(=O)c2ccc(Cl)cc2)n1 | 9.2% | -1.2% | 5.7% | 50.1µM* | -9.7% | ? | 8.8% | 3.5% | 1.8%
O=C(CCNC(=O)C1CCN(S(=O)(=O)c2ccccc2)CC1)NCc1cccc(C(F)(F)F)c1 | 9.3% | -0.1% | -1.6% | 18.3% | -2.0% | -6.2% | ? | -3.0% | -0.2%
COc1ccc(C(=O)Nc2ccc(-c3nc4ccccc4s3)c(Cl)c2)cc1Cl | -8.2% | -20.8% | nt | -6.5%[59 µM] | -0.8% | -8.6% | -2.3% | -13.2% | -5.2%
O=C(NCC1CC1)c1ccccc1Cl | 7.3% | -1.5%[60.1 µM] | -0.6% | -1.2% | 1.2% | -3.2% | -11.9% | -1.5% | -9.4%
C#CCOCCOCCOCCNc1nc(N2CCN(C(=O)C([C@@H](C)CC)n3cc(C(N)CO)nn3)CC2)nc(N2CCN(C(=O)[C@H](CCC(=O)O)n3cc(C(N)CC(C)C)nn3)CC2)n1 (some centres not stated) | -14.0% | 8.0% | 2.6% | -0.8%[12.7 µM] | 50.1µM* | 50.1µM* | 0.2% | -2.2% | -3.4%
COc1ccc(NC(=O)c2ccc(C(=O)c3cc(OC)ccc3OC)cc2)cc1 | -1.1% | -1.5% | -3.2% | 17.4% | 1.9% | -9.4% | 10.6% | -1.3% | -0.6%
S=C1NCCOCCNC(=S)NCCOCCOCCOCCN1 | -0.2% | -10.8% | 1.3% | 9.2%[59 µM] | 7.1% | -17.7%[57.1 µM] | 100.6% | -13.6% | 0.6%

Sorted by the number under JMJD2A Tudor (lowest first): some entries from above
SMILES | Pol iota inh | Pol kappa inh | APEX1 inh | G9a inh | BAZ2B inh | JMJD2A Tudor | POLB inh | POLH inh | BLM helicase inh
O=C(O)C[C@H]1c2ccccc2S(=O)(=O)N1c1ccccc1 | -26.5%&13.6% | -23.6%&-1.8% | nt | nt | nt | -19.9% | nt | -11.2% | nt
CCCCCNC(=O)c1ccc2c(=O)n(CC3CCCO3)c(=O)[nH]c2c1 (configuration not stated) | 6.4% | -3.7% | -2.2% | -8.6%[59 µM] | -5.0% | -13.7% | -0.2% | 8.9% | -1.9%
COc1ccc(NC(=O)c2ccc(C(=O)c3cc(OC)ccc3OC)cc2)cc1 | -1.1% | -1.5% | -3.2% | 17.4% | 1.9% | -9.4% | 10.6% | -1.3% | -0.6%
COc1ccc(C(=O)Nc2ccc(-c3nc4ccccc4s3)c(Cl)c2)cc1Cl | -8.2% | -20.8% | nt | -6.5%[59 µM] | -0.8% | -8.6% | -2.3% | -13.2% | -5.2%

(more compounds)
SMILES | Pol iota inh | Pol kappa inh | APEX1 inh | G9a inh | BAZ2B inh | JMJD2A Tudor | POLB inh | POLH inh | BLM helicase inh
Cc1[nH][nH]c(=O)c1C(c1ccc(O)c([N+](=O)[O-])c1)c1c(C)[nH][nH]c1=O | -2.5% | -9.5% | -0.1% | ? | -10.3% | -22.9% | 0.4% | ? | 3.2%
O=C(/C=C/c1cccs1)N1CCCCC1 | 32.3%[activator] | 1.2% | 3.6% | 22.7% | -17.9% | -5.6% | -29.4% | -8.5% | -2.5%
COc1ccc(N2CCN(C3CC(=O)N(c4ccc5c(c4)OCCO5)C3=O)CC2)cc1 (configuration not stated) | -17.7%[58.9 µM] | -18.2% | 3.2% | ? | -8.3% | -20.9% | ? | -8.5% | -0.7%
CCCCS(=O)(=O)N1CCN(S(=O)(=O)c2ccc(Cl)s2)CC1 | -11.7% | -13.9% | 12.7% | 12.4% | 1.3% | -7.1% | 11.6% | -7.0% | -9.1%
O=C(CCc1ccncc1)N1CCCC(Nc2ccc(F)cc2)C1 (configuration not stated) | -8.7% | 1.1% | -0.2% | 10.0% | -24.6% | -3.0% | 45.0% | -1.1% | -1.7%
O=C(c1cn(-c2ccccc2)nc1-c1ccc(F)cc1)N1CCCCC1 | 17.6% | -15.1% | -3.1% | -14.0%[59 µM] | 7.2% | ? | 1.7% | ? | -6.6%
CCCCNC(=O)Cc1ccc(Br)cc1 | 13.6% | -6.9% | 4.6% | 17.6% | -20.3% | -10.2% | 2.9% | -5.0% | 3.0%
COc1cc(/C=N/NC(=O)C2COc3ccccc3O2)cc(OC)c1OC (configuration not stated) | 13.0% | 0.4% | 9.9% | -9.1% | -3.3% | -4.3% | 3.5% | -1.2% | 2.6%
Nc1nc(SCC(=O)N2CCCCC2)[nH]c(=O)c1NC(=O)c1ccccc1F | 12.1% | -10.0% | 50.7%[activator] | 6.5% | -15.2% | -2.1% | 25.9% | -7.0% | 0.3%
COc1cc(S(=O)(=O)NCc2ccncc2)c(OC)cc1Cl | 15.2% | 5.4% | 8.0% | -34.6% | -22.9% | -23.3%[57.1 µM] | -1.4% | -16.2% | 0.4%
Fc1ccc(CSc2nnc(-c3cnccn3)n2Cc2ccco2)cc1 | 5.6% | -7.0% | -0.1% | -27.4%[12.7 µM] | -32.9% | -29.3% | -11.2% | -13.8% | -1.1%

Screening results as filed in PubChem.
